Source: PubChem BioAssay
Polio RdRp inh – poliovirus RNA polymerase inhibition. AID 588519. hit rate 0.66% among 150,000. poliovirus polymerase elongation, fluorescence polarization; stronger effect = lower value. % elongation, % (compound at 16.7 µg/mL); in the data active means % elongation below about 90%; further: some results filed as inactive read as strong as hits
Target sequence (P03300 1749-2209 limits assumed): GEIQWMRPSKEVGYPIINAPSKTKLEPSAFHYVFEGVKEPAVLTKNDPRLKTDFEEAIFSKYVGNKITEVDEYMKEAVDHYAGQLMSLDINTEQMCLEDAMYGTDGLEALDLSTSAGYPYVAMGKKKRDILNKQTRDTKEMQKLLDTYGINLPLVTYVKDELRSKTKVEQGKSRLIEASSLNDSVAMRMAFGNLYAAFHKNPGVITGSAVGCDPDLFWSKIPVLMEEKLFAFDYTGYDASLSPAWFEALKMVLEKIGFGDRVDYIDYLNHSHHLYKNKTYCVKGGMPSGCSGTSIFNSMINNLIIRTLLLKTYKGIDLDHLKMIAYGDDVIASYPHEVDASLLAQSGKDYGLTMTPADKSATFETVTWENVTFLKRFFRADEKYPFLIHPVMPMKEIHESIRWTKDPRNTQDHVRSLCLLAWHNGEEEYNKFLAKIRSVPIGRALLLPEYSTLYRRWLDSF
Polio RdRp inh FP z-score – also measured in Polio RdRp inh; calls as there; z-score; measured here: FP z-score; hits read low
Active calls of the source: *. The list is partial; count on the stated rates, not on these rows.

compound,Polio RdRp inh,Polio RdRp inh FP z-score
O=C1c2ccccc2C(=O)N1Cc1ccncc1,109,1
COc1cc(OC)c(NC(=O)N2CCCn3nc(C)cc32)cc1Cl,110,0.5
Cc1cc(N(C)Cc2ccccc2)nc2cc(O)ccc12,103,0.5
Cc1onc(-c2ccccc2)c1C(=O)N1CCCSC1=Nc1ccccc1,108,0.5
CCn1nnc(NC(=O)Cc2ccccc2)n1,108,0.7
Cc1c(C=Nc2ccc(C(C)C)cc2)sc2ccccc12,105,0.2
COc1cccc(C=Nc2ccccc2N2C(=O)c3ccccc3C2=O)c1O,107,0.8
CCOC(=O)N1CCN(C(=O)c2noc3c2CCCC3)CC1,106,0.8
Fc1ccc(Cn2nnc3ccccc32)cc1,102,0.1
CC(C)(C)Nc1ncnc2c1sc1nc3c(cc12)COC(C)(C)C3,99,-0.5
c1cc[n+](C[n+]2ccccc2)cc1,97,-1.1
NC(=O)CSc1nc2scc(-c3ccco3)c2c(=O)n1-c1ccccc1,102,-0.1
CCCNC(=O)c1cc(C)c2c(C)nn(-c3ccccc3)c2n1,106,1.7
CNC(=O)c1cccc(NC(=S)NC)c1,103,0.1
CCN(CC)c1ncnc2sc3c(c12)CCC3,100,-0.9
COc1ccc(C)cc1Nc1nc2ccc(C)cc2n2cnnc12,105,0.6
Oc1ccccc1C=Nc1ccc(Br)cc1,100,-0.5
CC(C)OC(=O)CNc1n[nH]c(=S)[nH]c1=O,104,0.5
CN(C)CCS(C)(=O)=O,103,0.2
N#Cc1c(N2C(=O)C3C4C=CC(C4)C3C2=O)sc2c1CCCC2 (configuration not stated),103,0.5
CCN1C(=O)c2ccc(C(=O)Nc3nccs3)cc2C1=O,98,-1.5
COc1cccc(/C=C2/Sc3ccc(C(=O)N4CC(C)CC(C)C4)cc3NC2=O)c1 (configuration not stated),101,-0.7
CC1(C)CC(NC(=O)COC(=O)CCc2ccc(S(=O)(=O)N3CCCCC3)cc2)CC(C)(C)N1,98,-0.5
COc1ccc2nc(N(CCN(C)C)C(=O)c3cccs3)sc2c1,101,-0.2
CC(C)(O)C(=O)/C=C/c1ccc2c(c1)OCO2,99,-0.1

7 of the compounds above, with values under each structure.
Sequence of screens – Polio RdRp inh | Polio RdRp inh FP z-score
Oc1ccccc1C=Nc1ccc(Br)cc1
    100 | -0.5
Fc1ccc(Cn2nnc3ccccc32)cc1
    102 | 0.1
c1cc[n+](C[n+]2ccccc2)cc1
    97 | -1.1
NC(=O)CSc1nc2scc(-c3ccco3)c2c(=O)n1-c1ccccc1
    102 | -0.1
CCn1nnc(NC(=O)Cc2ccccc2)n1
    108 | 0.7
CCN(CC)c1ncnc2sc3c(c12)CCC3
    100 | -0.9
COc1cc(OC)c(NC(=O)N2CCCn3nc(C)cc32)cc1Cl
    110 | 0.5

(listing goes on)
compound,Polio RdRp inh,Polio RdRp inh FP z-score
Cc1ccc(N2CC(C)Cn3c2nc2c3c(=O)n(Cc3cccc(Cl)c3)c(=O)n2C)cc1 (configuration not stated),108,0.2
CN(C)S(=O)(=O)c1ccc(C(=O)NCCSc2c(-c3ccc(Br)cc3)[nH]c3ccccc23)cc1,109,1.2
CCC1CCCCN1S(=O)(=O)c1ccc(S(=O)(=O)N2CCN(c3ncccn3)CC2)cc1 (configuration not stated),102,0.1
CCc1ccc2nc(N(CCN(CC)CC)C(=O)c3cccs3)sc2c1,106,0
O=C(OCc1ccccc1)c1cc2cc(Br)cc(Br)c2oc1=O,100,-0.4
O=c1cc(O)n(-c2ccccc2)c(=S)[nH]1,100,-0.3
Cc1ccc(C(C)C)cc1S(=O)(=O)NCc1ccc2c(c1)OCO2,99,-0.2
Cc1ccc(Sc2c(C)nn(-c3ccccc3)c2OC(=O)C(C)(C)C)cc1,107,0.8
Cc1cccn2cc(CNC(=O)COc3ccccc3)nc12,105,1
CN1C(=O)Cc2cc(S(=O)(=O)Nc3ccc(N4CCOCC4)cc3)ccc21,104,0.7
COC(=O)C1=C(C)N(Cc2ccccc2)C(=O)/C1=C\c1cccc(O)c1,104,0.4
Cn1nc(SCC(=O)O)c(=O)n(C)c1=O,103,0.1
CC(=O)c1ccc(NC(=O)Cn2ncc3c(C)n(Cc4ccc(F)cc4)c(C)c3c2=O)cc1,105,-0.2
COc1ccc(-c2nn3c(=O)cc(CN4CCN(C(=O)c5ccc(OC)c(OC)c5)CC4)nc3s2)cc1,112,1.1
CCOC(=O)CSc1n[nH]c(CC)n1,101,0
CCCCOc1ccc(C(=O)NOCC(=O)NC2CCCCC2)cc1OC,103,0.3
Cc1ccc2[nH]c(=O)c(CC3CC(c4ccccc4)=NN3C(=O)CCC(=O)O)cc2c1 (configuration not stated),102,0.1
CCCOc1ccc(C(=O)CCC(N)=O)cc1,110,0.7
O=C(CCCn1c(=O)c2sccc2n(Cc2cccc(Cl)c2)c1=O)NCc1ccc2c(c1)OCO2,108,0.5
CC(=O)N1c2ccccc2CC1C(=O)N1CCN(c2ccc(Cl)cc2)CC1 (configuration not stated),102,0.9
O=C(COn1nnc2ccc(S(=O)(=O)N3CCOCC3)cc21)N1CCCc2ccccc21,106,0.4
c1ccc(CCn2nnnc2C(c2cccnc2)N2CCCCC2)cc1 (configuration not stated),104,0.8
CC1CN(S(=O)(=O)c2ccc(NC(=O)CCCCCN3C(=O)c4ccccc4C3=O)cc2)CC(C)O1 (configuration not stated),104,0.4
Cn1c(SCCC(=O)O)nc2ccccc21,103,0.4
CC(NC(=O)CSc1ccc(S(=O)(=O)N(C)C)cn1)c1ccc2c(c1)OCCO2 (configuration not stated),106,0.6

Fetched by structure from the entries so far:
compound,Polio RdRp inh,Polio RdRp inh FP z-score
Cc1ccc2[nH]c(=O)c(CC3CC(c4ccccc4)=NN3C(=O)CCC(=O)O)cc2c1 (configuration not stated),102,0.1
Cc1cccn2cc(CNC(=O)COc3ccccc3)nc12,105,1

Other compounds:
compound,Polio RdRp inh,Polio RdRp inh FP z-score
CC(C)C(=O)Nc1nnc(SCc2cc(=O)n3ccccc3n2)s1,98,-1.7
C/C(=C/C(=O)C(F)(F)F)N1CCN(c2ccccc2F)CC1,108,0.9
CCN(CC)S(=O)(=O)c1ccc(Cl)c(C(=O)NCC(C)C)c1,101,-0.6
COc1ccc(NC(=O)CCNS(=O)(=O)c2cccc3nsnc23)cc1Cl,104,-0.3
O=C(NCCCN1CCCC1=O)c1cc(-c2ccccc2)nc2ccccc12,103,0.3
COc1ccc(CNC(=O)CCCc2nnc3n(C(C)C)c(=O)c4sccc4n23)cc1,107,-0.8
CCC(=O)N1c2ccccc2CC1C(=O)NCCc1ccccc1C (configuration not stated),98,-1.9
COC(=O)C1=C(C)N(Cc2ccc(OC)cc2)C(=O)/C1=C\c1ccco1,104,0.7
Cc1c(S(=O)(=O)c2cccc(Cl)c2)nnn1-c1cccc(C(F)(F)F)c1,103,0
COc1ccc(C(=O)Cn2nc(CNc3ccc(Br)cc3)[n+]3c2CCCCC3)cc1,103,0.6
Cc1ccc(NC(=O)N2CCN(C(=O)c3nsc4ccccc34)CC2)cc1C,111,0.9
COc1ccc(CCNC(=O)C(=O)NCC(c2ccco2)S(=O)(=O)c2ccc(F)cc2)cc1 (configuration not stated),113,1.2
CN1CCS/C1=C\C=C1/SC(=S)N(c2ccccc2)C1=O,125,8.2
Cc1nn2cnnc2c(C)c1CCC(=O)NC1CCCCC1,102,0.5
N/C(=N\O)c1cnn2c(C(F)(F)F)cc(C(F)(F)F)nc12,99,-0.9
O=C(/C=C/c1ccccc1)NC(O)C(=O)c1ccccc1 (configuration not stated),100,-0.2
C[C@]12CCC3C(CC[C@]4(O)C[C@@H](O)CC[C@]34C=O)[C@@]1(O)CCC2C1=CC(=O)OC1 (some centres not stated),101,0.5
COC(=O)Cn1c(CCS(=O)(=O)c2ccc(Cl)cc2)nc2ccccc21,103,0.4
Cc1ccc(-c2nc(S(=O)(=O)c3ccccc3)c(SCC(=O)NC3CCCCC3)o2)cc1,103,-0.6
Cc1nnc(N2C(=N)S/C(=C\c3ccccc3Cl)C2=O)s1,100,-0.1
CCOC(=O)c1ccc(NC2=CC(c3ccc(F)cc3)N(c3ccc(C(=O)OCC)cc3)C2=O)cc1 (configuration not stated),106,0.5
Cc1ccc(C2=NS(=O)(=O)N(C)C(C(=O)N3CCc4ccccc4C3)=C2)cc1,105,0.8
Cc1nn(-c2ccccc2)c2sc(C(=O)OCC#N)cc12,110,0.4
O=C(CSc1nc2ccccc2nc1N1CCCC1)Nc1ccc(F)cc1,102,0.5
Cc1ccc2nc(/C(C#N)=C/c3cccc(Br)c3)[nH]c2c1,110,1.5

Of the compounds above, these have a furan ring, fused or not.
compound,Polio RdRp inh,Polio RdRp inh FP z-score
NC(=O)CSc1nc2scc(-c3ccco3)c2c(=O)n1-c1ccccc1,102,-0.1
COC(=O)C1=C(C)N(Cc2ccc(OC)cc2)C(=O)/C1=C\c1ccco1,104,0.7
COc1ccc(CCNC(=O)C(=O)NCC(c2ccco2)S(=O)(=O)c2ccc(F)cc2)cc1 (configuration not stated),113,1.2

Going on with the list:
compound,Polio RdRp inh,Polio RdRp inh FP z-score
Cc1ccc(SCCC(=O)Nc2c(C)n(C)n(-c3ccccc3)c2=O)cc1,103,0.5
COc1ccc(Br)cc1CNC(=O)C1CCN(C(=O)c2sccc2-n2cccc2)CC1,103,0.6
COc1ccc(N(CN2C(=O)c3ccccc3C2=O)C(=O)C(C)C)cc1,97,-0.3
CCOC(=O)c1cn[nH]c1NC(=S)NCc1ccccc1,101,0.1
COc1cc(Cl)c(C)cc1NC(=O)CSc1cc(-c2ccccc2)nc(C)n1,107,0.4
Cc1cc(C)cc(OCc2ccc(C(=O)O)o2)c1,97,-1.4
NCCC12CC3CC(C1)CC(C(=O)O)(C3)C2,103,0.3
Cc1nn(CC(=O)NCCc2ccccc2)c(=O)c2nn(-c3ccccc3)c(C)c12,112,1.5
COCCCn1c(=N)c(S(=O)(=O)c2ccccc2)cc2c(=O)n3cccc(C)c3nc21,109,1.2
O=C(Nc1noc2ccccc12)c1cccc(F)c1,123,0.6
CCN(CC)c1nc2ccccc2n2cnnc12,102,0
COc1ccc(S(=O)(=O)N2CCC(C(=O)Nc3cc(C(F)(F)F)ccc3Cl)CC2)cc1,104,-0.1
O=c1[nH]c(CSc2nnc(CCCOc3ccc(Cl)cc3Cl)o2)nc2ccccc12,102,0.4
NCCc1cccc(Cl)c1,106,0.4
CCOCCCn1c(SCC(=O)NCCCOC)nc2c(sc3ccccc32)c1=O,104,-0.6
Cc1cn(C2CCC(CO)O2)c(=O)[nH]c1=O (configuration not stated),104,0.7
Cc1cc(=O)cc(C(F)(F)F)o1,101,-0.1
CCc1ccccc1NC(=O)CSC1=Nc2ccccc2C2=NC(Cc3ccccc3)C(=O)N12 (configuration not stated),96,-1.7
CC1c2ccsc2CCN1C(=O)c1ccc(C(F)(F)F)cc1 (configuration not stated),111,1.1
CCOC(=O)c1nn(-c2ccc(F)cc2)c(=O)c2c(NC(=O)c3ccc(Br)o3)scc12,102,0.6
Cc1ccc(/C=C/C2=Cc3c(sc(N)c3C#N)C(C)(C)C2)o1,104,0.4
COC(=O)C1=C(C)NC(C)=C(C(=O)c2ccccc2)C1c1ccc(Br)cc1 (configuration not stated),98,-1.1
CN(C1CCCCC1)S(=O)(=O)c1cc(Br)cc2c1N(C(=O)C1CC1)CC2,100,0.1
CCOC(=O)N1CCN(Cc2nc3cc(NC(=O)c4ccc([N+](=O)[O-])cc4)ccc3n2C(C)C)CC1,110,0.7
S=c1[nH]ncn1NCc1cccc(Br)c1,96,-1

The list goes on:
compound,Polio RdRp inh,Polio RdRp inh FP z-score
CCN1C(=O)c2ccccc2S(=O)c2ccc(C(=O)NCCc3ccc(C)cc3)cc21 (configuration not stated),99,-0.9
O=C(c1ccco1)N1CCN(C(=S)Nc2ccc(S(=O)(=O)Nc3ncccn3)cc2)CC1,100,0
O=C(NCCN1CCNC1=O)Nc1cccc2ccccc12,101,-0.1
CSc1ccc(CCNC(=O)c2ccc(-n3c(C)cc4c3CCCC4)cc2)cc1,115,0.8
O=C(Cn1c(=O)c2ccccc2n(CC(=O)Nc2ccc(F)cc2)c1=O)NCCc1ccccc1,105,-0.9
COc1cccc(C=C2C(=O)NC(=O)NC2=O)c1,98,-0.2
Nn1c(SCC2CCCCO2)nnc1-c1ccncc1 (configuration not stated),105,0.3
Cc1ccc(-n2ncc(C(=O)N3CCN(C4CCCCC4)CC3)c2C2CCN(C(=O)OC(C)(C)C)CC2)cc1C,111,1.1
COc1ccc(N(CC(=O)Nc2cc(C)on2)S(=O)(=O)/C=C/c2ccccc2)cc1,106,0.5
Cc1ccc(-c2nc3ccc(Br)cn3c2Nc2ccc3c(c2)OCO3)o1,108,0.8
OC(c1ccccc1)(c1ccccc1)C1CCNCC1,100,0
COc1ccc(CCNC(=O)c2cnn(-c3ccc(C)c(C)c3)c2NC(=O)c2ccco2)cc1OC,100,0.1
COc1ccc(-n2c(C)c(C(C)=O)c3cc(OC(=O)COc4ccccc4)ccc32)cc1,106,0.3
CCNC(=S)N1CCN(C)CC1,101,0
CCOC(=O)c1ccc2nc(NC(=O)COC(=O)c3ccnn3C)sc2c1,106,0.3
Cc1cccc(C)c1NC(=O)C1c2cccc[n+]2CC(=O)N1C (configuration not stated),101,0
O=C(COC(=O)c1cncc(Br)c1)NC1CC1,100,-0.6
c1ccc(C2OCc3nonc3CO2)cc1,103,0
COc1ccccc1CNC(=O)Cn1nc(C)c2nn(-c3ccc(Cl)cc3)c(C)c2c1=O,106,-0.6
COC(=O)CSC(=S)N1CCC(C)CC1,101,0.1
CC(C)(C)OC(=O)N1CCC(c2c(C(=O)N3CCN(c4ncccn4)CC3)cnn2-c2ccc(F)cc2F)CC1,101,-1
